Chronic BCR inh – chronic active BCR signaling inhibition | actives 0.05% (n = 340,000) | AID 493014 | ABC-DLBCL IkBa-CBG/CBR reporter, luminescence ratio, 4 h | Potency, µM (top dose mostly 46.1 µM), for the others: at the top dose ratio change, negative = lower green/red ratio, usual class: inhibitors; active means well fitted inhibition curve with a large enough effect in the signal ratio, with a control signal flat, not every such curve was filed as active; inconclusive means small, poorly fitted or top-dose-only effect, or effect the other way, or a change in a side signal; the % refers to the signal ratio;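 further: potency means the concentration at half of the fitted maximal effect; plate controls were basal doxycycline-induced cells for no effect and cells given 10 µM MG132 for full effect; MG132 reads +100%, hits lower the ratio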
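Concentration-response series (up to 46 uM) were applied to TMD8 dual-reporter cells for 4 h at 37C with doxycycline. Green/red ratio, after filter-overlap correction, defined %Activity; red signal alone was normalised to basal cells and zero luminescence.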
TSG101-PTAP inh – blocks PTAP/TSG101 interaction to inhibit HIV-1 budding | Q99816 | Fluorescence polarization, FITC-PTAP peptide / Tsg101 binding | Potency, µM (highest dose often 115 µM), without a hit: at the highest dose activity change, negative = inhibition, actives largely listed as inhibitors | 340,000 tested, under 10 active | AID 493005; active means well fitted inhibition curve with a large enough effect in the main read-out, with a control signal flat, not every such curve was filed as active; inconclusive means small, poorly fitted or top-dose-only effect, or effect the other way, or a change in a side signal; inactive means no such curve, though single readings can be large or run the other way; further: potency means the concentration at half of the fitted maximal effect; % of control where 0% means no effect
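Steps: Tsg101 binding domain dispensed (10 uM final), compounds pinned in DMSO, FITC-labeled PTAP-motif peptide added (50 nM final); after 20 min binding at room temperature, polarization measured.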
uPA surface inh – cell surface uPA generation inhibition; cell surface uPA generation assay, qHTS; Potency, µM (doses to about 38.3 µM), inactives show at the highest dose activity change, negative = inhibition, hits mostly inhibitors; actives 0.31% (n = 330,000); active means well fitted inhibition curve with a large enough effect; inconclusive means small, poorly fitted or top-dose-only effect; inactive means no such curve, though single readings can be large or run the other way; tested in mouse RAW 264.7 cells; further: potency means the concentration at half of the fitted maximal effect; on the % scale 0 is the no-effect control and ±100 the full control effect; nearly all actives have a fitted effect of over 55% in size
TSHR antagonist – human thyrotropin receptor antagonism; activity change, negative = inhibition, % at 11.5 µM; P16473; TSHR-expressing cells, TSH-stimulated cAMP HTRF, 2 h; hits give low values; actives 0.2% (n = 330,000);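 active means activity change below a set negative limit, meaning inhibition stronger than a set level, cut at about -70% in these data; inconclusive means activity change between two set negative limits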; further: on the % scale 0 is the no-effect control and ±100 the full control effect
Target sequence (P16473 whole entry, looked up): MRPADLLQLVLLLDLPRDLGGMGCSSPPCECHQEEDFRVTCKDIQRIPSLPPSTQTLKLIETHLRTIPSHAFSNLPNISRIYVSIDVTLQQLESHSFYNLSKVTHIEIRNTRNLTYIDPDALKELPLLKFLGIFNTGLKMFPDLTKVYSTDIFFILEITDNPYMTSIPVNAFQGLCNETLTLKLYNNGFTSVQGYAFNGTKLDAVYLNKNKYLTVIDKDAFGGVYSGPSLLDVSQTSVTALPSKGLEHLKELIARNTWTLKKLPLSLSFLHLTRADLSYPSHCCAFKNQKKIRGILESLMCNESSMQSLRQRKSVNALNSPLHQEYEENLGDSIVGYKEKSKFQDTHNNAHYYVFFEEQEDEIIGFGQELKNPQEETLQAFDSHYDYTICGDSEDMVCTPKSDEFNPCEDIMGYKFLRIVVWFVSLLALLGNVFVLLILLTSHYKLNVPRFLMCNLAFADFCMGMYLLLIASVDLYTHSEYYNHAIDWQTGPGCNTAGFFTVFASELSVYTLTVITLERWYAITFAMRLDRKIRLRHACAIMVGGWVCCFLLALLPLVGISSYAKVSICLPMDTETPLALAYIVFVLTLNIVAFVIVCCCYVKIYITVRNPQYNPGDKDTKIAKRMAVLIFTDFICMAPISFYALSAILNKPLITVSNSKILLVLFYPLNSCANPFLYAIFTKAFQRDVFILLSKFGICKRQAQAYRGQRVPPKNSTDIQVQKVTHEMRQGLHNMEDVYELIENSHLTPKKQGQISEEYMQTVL
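Cell-based HTRF cAMP assay; TSHR cells + compound, TSH EC80 (4nM final), 2 h, 37 deg C. Lysis with anti-cAMP cryptate and cAMP-d2, 30 min RT, read 665/620 nm.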
USP2a inh – blocks human ubiquitin-specific protease USP2a | USP2 core, Ub-CHOP2 coupled fluorogenic reporter, 485/531 | AID 463254 | actives 0.01% (n = 330,000) | O75604 | Potency, µM (top dose mostly 38.3 µM), inactives show at the top dose activity change, negative = inhibition, usual class: inhibitors;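 further: potency means the concentration at half of the fitted maximal effect; plate controls were DMSO wells for no effect and full inhibition by NEM control for full effect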
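Cell-free coupled assay: 10nM USP2 core preincubated 30min RT with compound in Tris-HCl pH 8.0/CaCl2/CHAPS buffer, then 25nM Ub-CHOP2 and 25nM reporter substrate; fluorescence (Ex 485/Em 531) read after 60min RT, normalized to NEM inhibition, concentration-response curves fitted.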
Mito fusion act – blocks mitochondrial division or promotes mitochondrial fusion | Potency, µM (top dose mostly 46.1 µM), for inactives: top-dose growth rescue (activation), hits mostly activators | S. cerevisiae fusion-defective mutant growth rescue, CellTiterGlo 48 h | actives 0.23% (n = 320,000);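 further: potency means the concentration at half of the fitted maximal effect; % of control where 0% means no effect; nearly all actives have a fitted effect of over 45% in size; temperature-sensitive fusion mutants such as fzo1-1 at 37 °C on non-fermentable ethanol glycerol medium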
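Growth-rescue viability read-out: after 48 h at the non-permissive 37C in glycerol/ethanol YPEG, yeast mitochondrial fusion mutants are measured by CellTiterGlo luminescence; compounds (23 nl pinned per well) restoring growth score as division inhibitors or fusion activators.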
B2AR arrestin – agonists driving beta-arrestin recruitment to human beta2-adrenergic receptor; actives 0.02% (n = 330,000); P07550; AID 492947; Potency, µM (titrated, usually from 46.1 µM), without a hit: top-dose activation, most hits filed as activators; beta-arrestin recruitment to beta2AR, cell-based reporter;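 further: potency means the concentration at half of the fitted maximal effect; 0% = DMSO controls and full agonism = EC100 isoproterenol or metaproterenol; nearly all actives have a fitted effect of over 65% in size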
Eya2 inh – blocks the phosphatase activity of human Eya2; O00167; actives 0.006% (n = 330,000); recombinant Eya2, OMFP fluorescence dephosphorylation (OMFP is methylfluorescein phosphate); Potency, µM (top dose mostly 76.9 µM), for inactives: top-dose activity, negative = inhibition, most hits filed as inhibitors; further: potency means the concentration at half of the fitted maximal effect; on the % scale 0 is the no-effect control and ±100 the full control effect
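Eya2 protein (added as 0.2 uM solution) was preincubated with compound for 10 min at ambient temperature in 50 mM HEPES pH 7.5, 50 mM NaCl, 5 uM MgCl2, 0.05% BSA, 1 mM DTT. OMFP (added at 50 uM) then reacted 10 min; fluorescence read at 485/525 nm.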
ELG1 DNA repair – inhibitors of ELG1-dependent DNA repair in HEK293T cells; Potency, µM (series often up to 46.1 µM), for the others: at the top dose activity change, negative = inhibition, usual class: inhibitors; HEK293T ELG1-luciferase reporter, luminescence, 16 h; DNA damage induced by 5-fluorouridine; AID 504467; actives 2.3% (n = 330,000); further: potency means the concentration at half of the fitted maximal effect; on the % scale 0 is the no-effect control and ±100 the full control effect; nearly all actives have a fitted effect of over 55% in size
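Quantitative HTS, concentration-response format. 2,000 cells/well co-treated with 5-fluorouridine and compound, 16 hr in 5% CO2 at 37 °C; ONE-Glo luminescence read after 30 min.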
TCR activator – activates T cell receptor signaling; primary human leukocytes, anti-CD3, IL-2 HTRF, 48 h; AID 504894; 330,000 tested, under 10 active; Potency, µM (doses to about 9.22 µM), for the others: at the top dose activation of IL-2 secretion, most hits filed as activators; further: % of control where 0% means no effect
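Primary human leukocytes incubated 48 hr with anti-CD3 beads plus compound, without co-stimulation. Secreted IL-2 measured by HTRF (europium cryptate/d2 anti-IL-2 pair, 320 nm excitation, 665 nm emission).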
Tb PFK inh – inhibitors of T. brucei phosphofructokinase; AID 485367; actives 0.17% (n = 330,000); O15648; Potency, µM (top dose mostly 57.5 µM), for the others: at the top dose activity, negative = inhibition, actives largely listed as inhibitors; T. brucei PFK, ADP-Glo luminescence;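 further: potency means the concentration at half of the fitted maximal effect; 0% = uninhibited 1x PFK enzyme wells and -100% = no-enzyme wells; nearly all actives have a fitted effect of over 60% in size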
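In TEA buffer at pH 8.0 with 5 mM MgCl2, enzyme (1.25 nM) converted F6P (0.5 mM) and ATP (0.1 mM) for 45 min at room temperature. ADP product was read by luciferase luminescence.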
The depositor's hits bear a star; ? = inconclusive; . = not tested or not shown. Unless noted, the call rests on the fitted dose curve; in most records, active means well fitted curve in the direction sought with a large enough effect; inconclusive means small, poorly fitted or top-dose-only effect, or another doubt; inactive means no such curve, though single readings can be large; an effect the other way counts as inactive or inconclusive.

SMILES	Chronic BCR inh	TSG101-PTAP inh	uPA surface inh	TSHR antagonist	USP2a inh	Mito fusion act	B2AR arrestin	Eya2 inh	ELG1 DNA repair	TCR activator	Tb PFK inh
O=[N+]([O-])c1ccccc1/C=N/Nc1nccnc1Cl	?	-7%	.	20	-1%	-1%	0.1%	-6%	?	4%	2%
O=C1OCCC1Sc1ncnc2sccc12 (configuration not stated)	6%	-1%	5%	-2	0%	-7%	-0.2%	-18%	8%	-3%	19%
O=C(c1c[nH]c(C(=O)C(Cl)(Cl)Cl)c1)c1c(F)cccc1F	?	-4%	0%	6	4%	-2%	0.0%	-5%	-1%	3%	1%
Cc1cccc2cc(COC(=O)C(C)C)c(=O)[nH]c12	?	-4%	5%	8	1%	0%	-0.1%	-1%	13%	-4%	-8%
COc1ccc(CNC(=O)Oc2ccccc2)cc1Cl	-15%	-5%	7%	-7	-1%	-2%	-1.5%	0%	8%	6%	-2%
CCC(Oc1ccccc1)C(=O)Nc1ccc(C)c(S(=O)(=O)N2CCOCC2)c1 (configuration not stated)	2%	1%	-15%	-7	-1%	1%	0.2%	3%	-6%	2%	-16%
Cc1nc(SCC(=O)NCC2COc3ccccc3O2)c2c(C)c(C)sc2n1 (configuration not stated)	-16%	-5%	-6%	-15	0%	-4%	-1.3%	-1%	-15%	5%	-1%
O=C1c2ccccc2C(=O)N1CCc1nc(-c2ccccn2)no1	-10%	0%	.	-2	2%	5%	0.0%	-3%	?	2%	3%
O=C(NC1CCCC1)C(c1ccncc1)N(C(=O)c1csnn1)C1CCCC1 (configuration not stated)	17%	-6%	4%	11	5%	8%	-0.6%	7%	5%	1%	-9%
Cc1ccc(-c2nc3sc(C#N)c(N)n3c(=O)c2C#N)cc1	5%	?	-1%	3	22%	3%	0.3%	-10%	?	.	0%
O=C(NC1CCN(S(=O)(=O)c2ccccc2F)CC1)c1ccco1	-1%	-2%	1%	2	0%	2%	-0.4%	-13%	8%	-5%	4%
O=C(c1ccccc1)c1ccc(N2CCCC2)cc1	?	0%	-9%	-27	1%	4%	0.1%	-11%	?	-8%	1%
CC(Oc1cc(F)ccc1[N+](=O)[O-])C(=O)Nc1ccc(S(=O)(=O)N2CCCC2)cc1 (configuration not stated)	-2%	0%	3%	3	2%	15%	-0.2%	-8%	?	-6%	14%
CCN(CC)C(=O)Cn1c(C)c(/C=C/c2cc[n+](C)cc2)c2ccccc21	-1%	?	-8%	-34	?	0%	-0.5%	?	-12%	4%	1%
CSc1nnc(CSCc2ccc(Cl)cc2Cl)n1-c1ccccc1	2%	-10%	.	-17	3%	0%	0.1%	0%	-6%	-3%	0%
COc1ccc(-c2cc(C(=O)N/N=C/c3sccc3C)c3ccccc3n2)c(OC)c1	-28%	-4%	-13%	.	-12%	-2%	0.4%	4%	?	1%	-3%
CCOC(=O)C1C(=O)NCC2CCCC21 (configuration not stated)	?	1%	4%	5	3%	-1%	1.3%	26%	0%	3%	20%

Exported with values under each structure: part of the list above.
Values run as follows: Chronic BCR inh, TSG101-PTAP inh, uPA surface inh, TSHR antagonist, USP2a inh, Mito fusion act, B2AR arrestin, Eya2 inh, ELG1 DNA repair, TCR activator, Tb PFK inh
CCC(Oc1ccccc1)C(=O)Nc1ccc(C)c(S(=O)(=O)N2CCOCC2)c1 (configuration not stated)
  2%, 1%, -15%, -7, -1%, 1%, 0.2%, 3%, -6%, 2%, -16%
Cc1nc(SCC(=O)NCC2COc3ccccc3O2)c2c(C)c(C)sc2n1 (configuration not stated)
  -16%, -5%, -6%, -15, 0%, -4%, -1.3%, -1%, -15%, 5%, -1%
O=C1c2ccccc2C(=O)N1CCc1nc(-c2ccccn2)no1
  -10%, 0%, ., -2, 2%, 5%, 0.0%, -3%, ?, 2%, 3%
O=C(NC1CCCC1)C(c1ccncc1)N(C(=O)c1csnn1)C1CCCC1 (configuration not stated)
  17%, -6%, 4%, 11, 5%, 8%, -0.6%, 7%, 5%, 1%, -9%
Cc1ccc(-c2nc3sc(C#N)c(N)n3c(=O)c2C#N)cc1
  5%, ?, -1%, 3, 22%, 3%, 0.3%, -10%, ?, ., 0%
O=C(NC1CCN(S(=O)(=O)c2ccccc2F)CC1)c1ccco1
  -1%, -2%, 1%, 2, 0%, 2%, -0.4%, -13%, 8%, -5%, 4%
O=C(c1ccccc1)c1ccc(N2CCCC2)cc1
  ?, 0%, -9%, -27, 1%, 4%, 0.1%, -11%, ?, -8%, 1%
CC(Oc1cc(F)ccc1[N+](=O)[O-])C(=O)Nc1ccc(S(=O)(=O)N2CCCC2)cc1 (configuration not stated)
  -2%, 0%, 3%, 3, 2%, 15%, -0.2%, -8%, ?, -6%, 14%
CCN(CC)C(=O)Cn1c(C)c(/C=C/c2cc[n+](C)cc2)c2ccccc21
  -1%, ?, -8%, -34, ?, 0%, -0.5%, ?, -12%, 4%, 1%
